# Compound activity as filed in PubChem.
# E-sel TNF inh: E-selectin induction blockers in HUVEC – imaging, immunofluorescence, high content, primary screen; HUVEC TNFa-induced E-selectin immunofluorescence; inhibition, % at 2 µM; actives 0.71% (n = 120,000);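 active = inhibition above the batch mean plus 3 SD, and confirmed as a hit on visual image review, cut at about 43% in these data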;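 note: 0% = TNF-stimulated DMSO wells and 100% = unstimulated control wells; not every result past the cut was called active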
# Numbers without * were called inactive. Only part of the results is shown; count on the stated rates, not on these rows.
# Start of the data: the first seven compounds (preview)
SMILES,E-sel TNF inh
CCn1c(C)nc2c(C)[n+](CC(=O)c3ccc(Br)cc3)ccc21,23
CC(=O)N1CCN(CC(=O)Nc2ccc([N+](=O)[O-])cc2Br)CC1,-12
O=C(O)COc1ccccc1/C=N/NC(=O)c1cccc(S(=O)(=O)Nc2cccc(Cl)c2)c1,-10
O=C(NCCN1CCN(S(=O)(=O)c2ccc([N+](=O)[O-])cc2)CC1)C(=O)Nc1ccccc1,-40
Fc1ccc(-c2csc(N3CCSCC3)n2)cc1,-25
CCn1c(=N)c(S(=O)(=O)c2ccccc2)cc2c(=O)n3ccccc3nc21,-6
CC(NS(=O)(=O)c1ccc([N+](=O)[O-])cc1)C(c1cccs1)N1CCOCC1 (centres undefined),-26

# This part in full, from the first entry:
SMILES,E-sel TNF inh
CCn1c(C)nc2c(C)[n+](CC(=O)c3ccc(Br)cc3)ccc21,23
CC(=O)N1CCN(CC(=O)Nc2ccc([N+](=O)[O-])cc2Br)CC1,-12
O=C(O)COc1ccccc1/C=N/NC(=O)c1cccc(S(=O)(=O)Nc2cccc(Cl)c2)c1,-10
O=C(NCCN1CCN(S(=O)(=O)c2ccc([N+](=O)[O-])cc2)CC1)C(=O)Nc1ccccc1,-40
Fc1ccc(-c2csc(N3CCSCC3)n2)cc1,-25
CCn1c(=N)c(S(=O)(=O)c2ccccc2)cc2c(=O)n3ccccc3nc21,-6
CC(NS(=O)(=O)c1ccc([N+](=O)[O-])cc1)C(c1cccs1)N1CCOCC1 (centres undefined),-26
CCC(C)(C)NC(=O)c1ccc2c(c1)OCCO2,-3
O=C(CSc1nc(-c2ccco2)cc(C(F)(F)F)n1)NCCCN1CCOCC1,-8
Cc1ccc[n+](-c2nc([O-])sc2C=O)c1,-86
Cc1nc2ccccc2c2oc(C(=O)Nc3ccc(C(C)C)cc3)cc12,0
Cc1ccccc1NC(=O)CN1C(=O)S/C(=C\c2ccc(-c3cccc(C(=O)O)c3C)o2)C1=O,44
CS(=O)(=O)N1N=C(c2cccs2)CC1c1ccc(Cl)o1 (centres undefined),-10
Cc1ccc(C(=O)Nc2nnc(CC(=O)N/N=C/c3ccncc3)s2)cc1,1
c1ccc(-n2nnnc2Cc2nnnn2-c2ccccc2)cc1,-33
Cc1ccc2nc(N3CCOCC3)c(C=O)c(=O)n2c1,-32
C=CCNc1nc(S(=O)Cc2ccc(C)cc2)nc2c1CCCC2 (centres undefined),-19
CC(C)(C)C1=NN(c2ccc([N+](=O)[O-])cc2)C(c2ccccc2)C1 (centres undefined),-4
CC(C)CCn1c(=O)c2ccccc2n2c(CCl)nnc12,-6
COc1ccc(OC)c(-n2c(-c3cccc(C)c3)n[nH]c2=S)c1,-7
CCCN(CCC)S(=O)(=O)c1ccc(C(=O)NCc2n[nH]c(=S)n2-c2ccc(Cl)c(Cl)c2)cc1,-14
COc1cc(/C=N/Nc2ccccc2[N+](=O)[O-])cc(OC)c1O,-2
Cc1ccc(C2NC(=O)CCC2[N+](=O)[O-])cc1 (centres undefined),16
CC(C)(O)C#Cc1ccc(CN2CCN(CCc3ccccc3)C(CCO)C2)s1 (centres undefined),22
CCOc1ncccc1C(=O)OCC(=O)c1ccccc1Br,-40
CC(=O)Nc1ccc(NC(=O)C(=O)c2cn(CC(=O)N3CCCCC3)c3ccccc23)cc1,-7
O=C1CCC2S/C(=C/Nc3ccc(C(F)(F)F)cc3)C(=O)N12 (centres undefined),-26
c1ccc(OCc2noc(CN3CCC(C4CCCCC4)C3)n2)cc1 (centres undefined),3
COc1ccc(N2C(=O)CCC(C(=O)N(C)CCc3ccccn3)C2c2ccc(OC)c(OC)c2)cc1 (centres undefined),-15
CC(C)(C)NC(=O)CN(Cc1cccs1)C(=O)CNS(=O)(=O)c1ccc(F)cc1,5
CC(C)(C)c1nc2ccc([N+](=O)[O-])cc2[nH]1,-29
Cc1cc(C)n2nc(C(=O)OCC(=O)c3c[nH]c4ccccc34)nc2n1,-3
Cc1cccc(N2CCN(C(=O)c3cc(=O)[nH]c4ccccc34)CC2)c1C,-11
O=C(Nc1ccccc1)c1ccc(=O)n(Cc2ccc(F)c(F)c2)c1,-5
O=C(COc1ccccc1F)NCc1ccc(-n2cccc2)cc1,-17
O=C(Cn1c(C(F)(F)F)nc2ccccc21)N=Nc1c(O)[nH]c2ccc(Br)cc12,2
NC(=O)c1ccc(Nc2nnc(-c3ccc(O)cc3)c3ccccc23)cc1,-22
CC(C)(C)c1nnc2sc(SCC(=O)c3ccc4c(c3)OCCO4)nn2c1=O,-34
CCOC(=O)N1CCN(c2cc(NCCO)c([N+](=O)[O-])c3nonc23)CC1,-3
COCCCN1C(=O)/C(=C\c2cccs2)C(C(=O)OC)=C1C,12
O=C(Cc1ccccc1)Nn1c(-c2ccccc2F)nc2ccccc2c1=O,14
Cc1ccc(N=Nc2ccc(O)c3ncccc23)cc1C,-5
CSCC(=O)N1CCCC(CO)(Cc2ccccc2C)C1 (centres undefined),12
CCOC(=O)CSc1nc2cc3c(cc2cc1C#N)OCCO3,-17
CCC(C)N(C)C(=O)c1cc2ccccc2c(-c2ccccc2Cl)n1 (centres undefined),3
Cc1cc(C)n(C(=O)CCCn2nc(C)c([N+](=O)[O-])c2C)n1,12
COCc1cc(C)nc(OCC(=O)N/N=C/c2ccccc2O)c1C#N,-22
Cc1ccc(-c2cc(C(F)F)n3ncc(C(=O)N4CCc5ccccc5C4)c3n2)cc1,-14
Cc1cccc(-n2cc3c(=O)n(C)c(=O)n(C)c3c2)c1,-6
COC(=O)C(Cc1ccccc1)NC(=O)c1cc(=O)[nH]c2ccccc12 (centres undefined),8
Cc1ccc(C2C(C#N)=C(N)N(c3cccnc3)C3=C2C(=O)CCC3)c(C)c1 (centres undefined),-22
O=[N+]([O-])c1ccc(C(O)C23CN4CN(CN(C4)C2)C3)cc1 (centres undefined),-6
Cc1cc(C)c(OCC(=O)Nc2nc(-c3ccccn3)cs2)c(C)c1,6
CCc1nc(SCC(=O)c2c[nH]c3ccccc23)n[nH]1,8
CN(C(=O)COC(=O)c1ccc(S(=O)(=O)N2CCOCC2)cc1)C1CCCCC1,-2
N#CCc1nn(-c2ccc(F)cc2)c(N)c1C#N,-8
CC1CCN(c2nc3nonc3nc2Nc2ccc(F)cc2)CC1,4
C=CCNC(=O)CSc1n[nH]c(-c2cc(Cl)ccc2OC)n1,6
O=C(Cn1cnc([N+](=O)[O-])n1)N/N=C/c1cc(Cl)ccc1O,34
CCCCC(=O)Nc1nnc(-c2ccco2)o1,0
# Continued:
SMILES,E-sel TNF inh
O=C(CSc1ccc(-c2ccco2)nn1)NCc1ccc2c(c1)OCO2,-47
Cc1ccc(CN2CCN(Cc3cccn3-c3ccccn3)CC2CCO)cc1 (centres undefined),6
O=C1c2cccnc2C(Nc2ccc(Br)cc2Br)N1Cc1cccs1 (centres undefined),13
Cc1ccc(C2=NC(=O)/C(=C/c3cc(O)c(O)c(Br)c3)S2)cc1,-18
CC(C)CCN(C(=O)Nc1ccc(Cl)cc1)C1CCN(C(C)C)CC1,-19
Cc1cc(/C=N/Nc2nc(N3CCOCC3)nc(N3CCOCC3)n2)c(C)n1-c1ccccc1,-1
Fc1ccc(NC(=S)NC2CC3CCC(C2)N3Cc2ccco2)cc1 (centres undefined),23
CCN(C(=O)COC(=O)c1ccc2c(=O)n3c(nc2c1)CCC3)C1CCS(=O)(=O)C1 (centres undefined),-20
CCOc1ccc(NC(=S)NCCN2CCN(Cc3ccccc3)CC2)cc1,1
Cc1ccsc1-c1nc(CN2CCCC2c2ccc(F)cc2)c(C)o1 (centres undefined),-5
Cn1c(SCc2ccc([N+](=O)[O-])cc2)nc2c(c1=O)SCC2,-15
COc1ccc(CN2C(=O)c3ccccc3C2C(=O)NC2CCCCCC2)c(OC)c1 (centres undefined),22

# Part of the list above in order of formula weight, highest first:
SMILES,E-sel TNF inh
CCn1c(=N)c(S(=O)(=O)c2ccccc2)cc2c(=O)n3ccccc3nc21,-6
Cc1cc(C)n2nc(C(=O)OCC(=O)c3c[nH]c4ccccc34)nc2n1,-3
C=CCNC(=O)CSc1n[nH]c(-c2cc(Cl)ccc2OC)n1,6
O=[N+]([O-])c1ccc(C(O)C23CN4CN(CN(C4)C2)C3)cc1 (centres undefined),-6
Cc1ccc2nc(N3CCOCC3)c(C=O)c(=O)n2c1,-32
Cc1ccc[n+](-c2nc([O-])sc2C=O)c1,-86

# Other structures follow.
SMILES,E-sel TNF inh
COc1cc(OC)c(C2=NOC(C(=O)Nc3ccc4c(c3)OCO4)C2)cc1Cl (centres undefined),10
COc1ccc(NC(=O)CSc2nnc(CNC(=O)COc3ccc(Cl)cc3)o2)cc1,-6
CCSc1nnc(NC(=O)[C@@H](NC(=O)c2cc(OC)cc(OC)c2)C(C)C)s1,-30
CCCCC(CC)C(=O)Nc1ncc([N+](=O)[O-])s1 (centres undefined),9
CCOC(=O)C1CCCN(Cc2cc(=O)oc3cc(C)c(C(C)C)cc23)C1 (centres undefined),-10
CCCCn1c(N)c(N(CC)C(=O)C(c2ccccc2)c2ccccc2)c(=O)[nH]c1=O,-4
[O-]/C(=C(\C(=S)Nc1ccc(SC(F)F)cc1)[n+]1ccccc1)c1ccc(Cl)cc1Cl,-11
CCOC(=O)C1CCCN(CCC(=O)Nc2cc(C)cc(C)c2)C1 (centres undefined),28
CCC(=O)N(Cc1ccco1)Cc1cc2cccc(C)c2n2nnnc12,-2
COc1ccc(N2C(=O)CC(Nc3ccc(C(=O)O)cc3)C2=O)cc1OC (centres undefined),0
COc1ccc(C(=O)NNC(=O)CSc2nnc(-c3cccnc3)n2C)cc1,13
CC(=O)Nc1ccc2oc(C)nc2c1,-9
O=C(CCCCn1c(=O)c2ccccc2n(Cc2ccccc2F)c1=O)NC1CCN(Cc2ccccc2)CC1,12
CC(=O)C1=C(O)C(=O)N(CCCn2ccnc2)C1c1ccc(Cl)cc1 (centres undefined),-11
Cc1ccc(NC(=O)c2c3c(nc4ccccc24)CCC3)cc1S(=O)(=O)N(C)C,-7
CCOC(=O)N1CCN(c2ccc(N3C(=O)CCCC3=O)cc2[N+](=O)[O-])CC1,12
CCn1c(-c2cc(-c3ccc(C)cc3)nc3ccccc23)n[nH]c1=S,-12
Cc1cc(N)nc2nc(C(F)(F)F)nn12,-28
CC(=O)N/N=C/c1c(C)[nH]n(-c2ccccc2)c1=O,-11
c1cncc(CSc2nnc3ccc(-c4ccco4)nn23)c1,-24
Cc1cc(C)cc(N(C(=O)c2csnn2)C(C(=O)NC(C)(C)C)c2ccncc2)c1 (centres undefined),-4
Cc1ccc(C)c(N2CC(O)(c3cccs3)[N+]3=C2CCCC3)c1 (centres undefined),-19
CCOC(=O)C1=C(O)C(=O)N(Cc2cccnc2)C1c1ccc(C)cc1 (centres undefined),-14
COc1ccccc1OCCC(=O)OCC(=O)Nc1cc(S(=O)(=O)N(C)C)ccc1Cl,5
O=C(COC(=O)c1ccc2ccccc2n1)Nc1cccc(S(=O)(=O)NC2=NCCCCC2)c1,5
c1ccc(N=Nc2cn[nH]c2-c2ccco2)cc1,-7
C=CCNc1nc(Nc2ccc([N+](=O)[O-])cc2)nc(OC)n1,4
CCCSc1ncnc2sc(C)c(C)c12,7
COc1ccc(N2C(=S)NC3N2C(=S)NC3(C)c2ccccc2)cc1 (centres undefined),34
O=C(O)c1cn(Cc2ccccc2)nc1-c1cccnc1,4
CC1=NN(C(=O)COc2ccccc2)C(O)(c2cccnc2)C1 (centres undefined),-3
COC(=O)CS(=O)(=O)c1ccsc1C(=O)Nc1ccc(F)cc1,-37
CCN(CC)CCn1c(SCC(=O)Nc2ccc(F)cc2)nc2c(sc3ccccc32)c1=O,0
Cn1nc(-c2ccccc2)c(C(=O)NCC(=O)O)c1Cl,-6
C=CCN(c1ccccc1)S(=O)(=O)c1cccc(C(=O)OCC(=O)NC2CC2)c1,29
CCCc1cc(=O)[nH]c(SCCCCN2C(=O)c3ccccc3C2=O)n1,3
Cc1cc(C)cc(OCC(=O)OCC(=O)Nc2c(C)n(C)n(-c3ccccc3)c2=O)c1,-20
CCN(CC)CCN(C(=O)c1ccc(N2C(=O)CCC2=O)cc1)c1nc2cc3c(cc2s1)OCCO3,5
C=CCC1C=C(Cc2ccccc2)CC(CC=C)N1 (centres undefined),-21
CCc1nnc(NC(=O)c2csc3c2CCC(C)C3)s1 (centres undefined),-18
O=C(CNC(=O)c1ccccn1)N/N=C/c1ccc2c(c1)OCO2,-5
O=C(Cn1[nH]c(=O)c2ccccc2c1=O)Nc1cccc(S(=O)(=O)N2CCCCCC2)c1,1
O=C(CSC1=NCCS1)Nc1cccc(F)c1,-4
O=C(O)/C=C/C(=O)NNC(=O)c1cc(-c2ccccc2)n[nH]1,27
Cc1nnc(SCc2cc([N+](=O)[O-])cc3c2OCOC3)n(N)c1=O,8
CCOC(=O)c1c(NC(=O)CSc2cccc[n+]2[O-])sc(C(=O)Nc2ccccc2)c1C,-12
CCN(CC)CCCNC(=S)N(Cc1cccs1)Cc1cc2cc3c(cc2[nH]c1=O)OCCO3,-13
COC(=O)c1cc(C(=O)N2CCOCC2)cc([N+](=O)[O-])c1,10
COc1ccccc1NCC(=O)NNCC(=O)Nc1ccc(F)c(Cl)c1,-20
CCN=C1SC(CC(=O)NC(C)c2ccccc2)C(=O)N1CC (centres undefined),13
c1ccc(-c2cn(-c3ccccc3)c3ncnc(N4CCCCC4)c23)cc1,-5
CCOC(=O)c1ccc2nc(CCC(=O)N[C@H](C(=O)OC)C(C)C)c(=O)n(CC)c2c1,7
CCN(CC)C(=O)c1sc2c(c1C)c(=O)n(-c1ccc(OC)cc1OC)c(=O)n2CC(=O)c1ccccc1,-3
COc1ccccc1CNC(=O)C(=O)NCC(c1ccco1)N1CCOCC1 (centres undefined),18
Cc1cc(C)c(NC(=O)CSc2ccc(-c3cccnc3)nn2)c(C)c1,-7
Cc1ccc(/C=C/C2=NN(C)C(=O)CC2)cc1,-8
O=C(CCCOc1ccccc1)Nc1ccc(S(=O)(=O)Nc2ccccn2)cc1,-19
